GSK3A inh – blockers of GSK3A enzyme activity – biochemical, luminescence, cell-free homogeneous, HTS, primary screen | Glycogen synthase kinase-3 alpha (Homo sapiens), P49840 | GSK-3 alpha kinase, ADP-Glo luminescence, 60 min | inhibition, % at 10 µM | 0.1% of 320,000 active | AID 2650, 2010;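 in the data active means inhibition above about 50%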;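 further: GST-tagged GSK-3 alpha with peptide substrate and 25 µM ATP; 0% = DMSO neutral wells and 100% = GW8510 positive control wells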
Target sequence (P49840 whole entry, looked up): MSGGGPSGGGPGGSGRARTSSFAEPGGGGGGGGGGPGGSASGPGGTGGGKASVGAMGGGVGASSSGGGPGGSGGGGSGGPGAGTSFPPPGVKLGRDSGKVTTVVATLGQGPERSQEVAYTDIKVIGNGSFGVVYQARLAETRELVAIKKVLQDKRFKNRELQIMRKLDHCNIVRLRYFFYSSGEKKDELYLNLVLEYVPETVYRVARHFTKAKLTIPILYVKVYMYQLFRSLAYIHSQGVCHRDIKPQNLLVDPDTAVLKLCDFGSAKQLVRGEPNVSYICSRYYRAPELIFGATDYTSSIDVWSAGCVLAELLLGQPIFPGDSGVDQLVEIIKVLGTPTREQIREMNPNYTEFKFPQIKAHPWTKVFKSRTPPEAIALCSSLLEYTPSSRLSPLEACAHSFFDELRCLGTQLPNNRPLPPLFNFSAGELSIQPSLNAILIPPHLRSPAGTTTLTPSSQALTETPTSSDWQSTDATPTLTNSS
Platelet DG rel – inhibitors of platelet dense granule secretion, primary screen, cell-based, MLPCN, human platelets; human platelet-rich plasma, SFLLRN dense granule ATP release, luminescence; inhibition, %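 (compounds screened at 7.5 µM in platelet-rich plasma)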; 0.22% of 300,000 active;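 active means mean replicate score, as percent of positive control, at or above 50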
HDAC3 inhib – HDAC3 deacetylase inhibitors, primary screen, biochemical, fluorescence, cell-free homogeneous. recombinant HDAC3, fluorogenic peptide/trypsin coupled. Histone deacetylase 3 (Homo sapiens), O15379. inhibition, % at 8.3 µM. 0.15% of 320,000 active. AID 2718, 2010; in the data active means inhibition above about 26%, passing the limit was not always enough
GSK3beta inhib – human GSK3beta kinase inhibitors, primary screen, biochemical, cell-free homogeneous, HTS | Glycogen synthase kinase-3 beta (Homo sapiens), P49841 | GST-GSK3beta kinase, ADP-Glo luminescence, 60 min; active compounds read low | activity score (negative = inhibition), % at 10 µM | 0.038% of 300,000 active;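 active means more than half of replicate wells score below -50%, meaning over 50% inhibition versus plate controls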;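 further: 0% = median DMSO wells and -100% = median GW8510 positive control wells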
Target sequence (P49841 whole entry, looked up): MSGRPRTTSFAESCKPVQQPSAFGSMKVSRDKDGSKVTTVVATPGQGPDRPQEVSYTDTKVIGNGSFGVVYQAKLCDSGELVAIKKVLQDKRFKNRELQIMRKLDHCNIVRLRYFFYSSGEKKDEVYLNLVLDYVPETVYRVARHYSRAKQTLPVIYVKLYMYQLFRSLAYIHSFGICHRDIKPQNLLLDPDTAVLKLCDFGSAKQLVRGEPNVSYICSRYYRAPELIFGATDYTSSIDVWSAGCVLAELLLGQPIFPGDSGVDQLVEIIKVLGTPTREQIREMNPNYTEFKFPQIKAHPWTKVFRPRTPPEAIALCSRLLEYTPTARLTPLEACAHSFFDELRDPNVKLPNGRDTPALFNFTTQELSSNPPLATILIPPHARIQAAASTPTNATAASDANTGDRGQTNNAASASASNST
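Assay system: GST-fused GSK3beta enzyme, cell-free / Medium: Tris pH 7.5 buffer with MgCl2, DTT, BSA, heparin / Also added: peptide substrate plus 25 µM ATP (final) / Compound: 10 µM single point / Timing: kinase reaction with compound 60 min at room temperature / Detection: ADP-Glo luminescence / Benchmarks: DMSO neutral wells and GW8510 at 20 µM as positive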
Dyrk1A ADPGlo – rat Dyrk1A kinase inhibitors, primary screen, biochemical, single point, plate reader; inhibition, % at 12.5 µM; ADP-Glo luminescence, NFATc1 peptide; 0.43% of 310,000 active; in the data active means inhibition above about 50%;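 further: plate controls were vehicle with enzyme for no effect and no enzyme for full effect; many of its hits are not listed in these tables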
PolyA inh – polyadenylation inhibitors in yeast reporter cells, primary screen, luminescence, S. cerevisiae | 0.02% of 300,000 active | calls only at 12 µM | S. cerevisiae SKY197-pL101 polyadenylation reporter, beta-gal luminescence; efflux-impaired pdr1/pdr3 knockout yeast; score 100 = 6 SD above DMSO;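 active means lowest replicate activity score at least 50, where 100 means six control SD above control mean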;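 further: yeast exposed to compound for 9 h at 30 °C; higher score means more reporter readthrough which indicates perturbed polyadenylation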
HSP90 refold inh – HSP90 inhibitors, primary screen, cell lysate, luminescence | Heat shock protein HSP 90 (rabbit reticulocyte lysate; luciferase refolding) | Rabbit reticulocyte lysate, luciferase refolding luminescence, 3 h | inhibition, % at 5.6 µM | 0.91% of 290,000 active;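 active means inhibition above the screen-wide mean plus 3 SD, computed separately per campaign, cut at about 16% in these data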;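 further: 0% = DMSO wells and 100% = 60 µM geldanamycin wells; inhibitors lower the luminescence because luciferase stays unfolded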
HSF1 inh – HSF1 inhibitors in luciferase reporter cells, primary screen, cell-based, NIH3T3, luminescence | AID 2098, 2009 | NIH3T3-HGL HSE-luciferase, MG132-induced, luminescence 8 h; active compounds read low | activity change, negative = inhibition, % at 7.5 µM (by protocol) | 0.77% of 300,000 active;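 active means more than half of replicate wells show activity change below -50%, luminescence cut by over half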;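 further: luciferase reports HSF-1 transcriptional activity via heat shock element; 0% = median of DMSO wells and -100% = zero luminescence signal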
AI-2 QS modul – Vibrio harveyi AI-2 quorum sensing modulators, primary screen, JMH597 strain, luminescence/OD600 ratio. Vibrio harveyi JMH597 AI-2 luminescence/OD600 ratio, 9 h; active compounds read low; strain lacks LuxN and CqsS sensors; 0 = neutral-control median. activity change, % at 7.5 µM. 0.4% of 300,000 active. AID 2094, 2009; in the data active means activity change below about -75%, passing the limit was not always enough;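 further: luminescence divided by OD600 gain over 9 h not by final OD600 alone; inactives centre near 13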
HSF1 activator – HSF-1 activators, primary screen, NIH3T3-HGL cells, MG132 stress, luminescence, single point | NIH3T3-HGL HSF-1 luciferase reporter, 8 h; 100% = twice DMSO control signal | activation, % at 9 µM | 1.7% of 300,000 active;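 active means mean replicate activation of at least 50% with a set share of replicates each reaching 50%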;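 further: 0% = median of the neutral control wells and 100% = twice that signal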
* = called active by the depositor; i = inactive; · = not tested or not shown; & = joins results of further samples. Only part of the results is shown; count on the stated rates, not on these rows.

SMILES	GSK3A inh	Platelet DG rel	HDAC3 inhib	GSK3beta inhib	Dyrk1A ADPGlo	PolyA inh	HSP90 refold inh	HSF1 inh	AI-2 QS modul	HSF1 activator
Cn1ccc2c([N+](=O)[O-])cccc2c1=O	-1.6	-0.8	0.0	-0.1	3.7	i	-4.0	-9.0	26.4	3.2
O=C(COC(=O)c1ccccc1Br)Nc1ccc2[nH]c(=O)[nH]c2c1	-1.1	-12.8	-0.2	1.7	5.5	i	·	-5.7	-31.7	1.3
COc1cccc(-n2c(C)cc(/C=C3\C(=N)N4N=C(CC(=O)N5CCOCC5)SC4=NC3=O)c2C)c1	·	5.4	-2.0	2.6	-6.7	i	-0.2	0.4	19.2	11.5
COc1ccc(OC)c(NC(=O)c2cccc(S(=O)(=O)N(Cc3ccccc3)c3ccccc3OC)c2)c1	-4.7	-0.2	-3.8	4.7	-4.4	i	2.2	-9.5	9.5	6.7
Cc1cc2[nH]c(=O)c(=O)[nH]c2cc1S(=O)(=O)N1CCC(C)CC1	-2.7	-2.0	-3.4	-1.1	0.0	i	-0.9	-3.6	11.5	-2.0
CCn1nc2cc(C(=O)NCC34CC5CC(CC(C5)C3)C4)ccc2c1OC	·	-4.7	-18.9	2.1	-4.2	i	0.9	1.2	32.4	2.4
N#Cc1nc(COc2ccccc2)oc1NCCCn1ccnc1	-1.1	·	-0.2	·	1.6	·	8.1	·	·	·
CCOC(=O)c1ccc(N2C(=O)CC(N3CCN(Cc4ccccc4)CC3)C2=O)cc1 (stereo not given)	1.5	12.3	6.9	0.4	10.5	i	3.5	-4.0	13.2	3.3
CC1=C[C@H](C)[C@H](c2c(F)cccc2Cl)CC1=O	0.4	-1.5	-5.8	0.8	-2.0	i	-4.0	0.0	23.5	-0.8
COc1cccc(N2CC(O)Cn3c2nc2c3c(=O)[nH]c(=O)n2C)c1 (stereo not given)	-0.7	-3.7	2.8	-14.0	-3.8	i	-1.1	-1.8	9.1	7.8
O=C(C1CCN(Cc2cc(Cl)ccc2O)CC1)N1CCN(Cc2ccccc2)CC1	-1.4	-0.3	-5.8	4.6	0.0	i	1.4	-3.0	19.8	11.1
COc1ccc(/C=N/NC(=O)CNC(=O)c2ccc3c(c2)OCCO3)c(C(=O)O)c1OC	-0.3	4.3	7.8	0.9	·	i	-0.1	-9.5	9.8	4.7
CCn1c(COc2ccccc2OC)nnc1SCC(=O)NC1CCCC1	-4.6	-5.5	-5.0	4.7	-12.7	i	1.1	7.2	0.4	-3.2
O=C(O)c1ccc(N2CC3CC(C2)c2cccc(=O)n2C3)c(NC(=S)Nc2ccc(Cl)cc2Cl)c1 (stereo not given)	-3.7	7.3	-2.5	2.0	-0.3	i	0.4	-3.2	-0.7	0.5
O=C(Nc1cccc([N+](=O)[O-])c1)ONC1=NCCCCC1	-0.7	6.8	·	-0.1	7.7	i	2.9	-1.1	-0.1	-9.5
Cc1ccnc2c1NC(=O)c1cccnc1N2C1CC1	-0.9	3.1	-5.4	1.2	-11.7	i	5.3&-0.9	6.5	6.2	14.9
O=C(Cn1c(-c2ccccc2)c[n+]2ccsc12)c1ccc([N+](=O)[O-])cc1	-0.9	2.2	-2.3	0.5	6.4	i	-2.1	7.6	34.6	-10.3
Cc1ccccc1N1CCN(C2CCCN(C(=O)c3cnsn3)C2)CC1 (stereo not given)	0.0	4.6	2.5	2.4	2.1	i	-4.5	-1.3	4.5	3.3
CCOP(=O)(OCC)C(NC(=O)Nc1cccc(Cl)c1)c1ccccc1 (stereo not given)	0.0	-1.2	3.3	2.2	-0.2	i	5.4	11.0	0.6	10.5
O=C(C1=C[C@H](C2CCCCC2)C[C@H](OCCCCO)O1)N1CCN(Cc2ccccc2)CC1	-1.1	0.2	13.2	-1.0	-7.5	i	8.2	11.7	-5.7	-12.8
CC(C)c1ccc(C(C)NCCS(=O)(=O)c2ccc(Cl)cc2)cc1 (stereo not given)	-1.6	7.0	11.9	1.8	0.9	i	1.9	-1.4	-5.2	3.3
CN(Cc1ccon1)C(=O)CC1C(=O)NCCN1CC(C)(C)C (stereo not given)	-1.2	-3.8	15.2	0.8	0.1	i	-1.2	-9.0	3.3	23.2
COc1cc(OC)cc(C(=O)Nc2ncc3c(n2)CC(C)CC3=O)c1 (stereo not given)	1.1	11.9	-2.1	-1.1	30.9	i	0.7	4.1	2.8	-4.9
Cc1nn(-c2ccc(C(F)(F)F)cn2)c(C)c1Oc1ccccc1O	-2.3	-0.4	-1.4	2.6	1.6	i	2.0	2.9	21.5	13.1
COCc1[nH]c(=S)[nH]c(=O)c1C	4.5	-3.3	-0.5	-5.0	4.2	i	1.0	6.5	30.5	2.3
Cc1ccc2oc(=O)c(/C=C(\O)c3cccs3)nc2c1	-2.1	-5.4	2.0	-2.9	·	i	18.1*	60.4	0.6	118.8*
Cc1cccc(C)c1OCc1cc(C(=O)N(C)CCc2ccccn2)no1	-0.2	-27.3	-4.6	0.3	-4.0	i	0.4	-1.1	6.8	16.4
CN(C[C@H](Cc1ccccc1)N(C[C@@H](Cc1cccc2ccccc12)N(CCc1ccccc1)N=O)N=O)N=O	·	-7.7	1.7	4.3	-2.8	i	3.4	1.3	16.5	-7.3
O=C1c2ccccc2NC2(CCCC2)N1NS(=O)(=O)c1ccccc1	-1.4	3.7	-40.6	4.6	-2.1	i	3.2	-1.9	4.9	1.1
COc1ccc(S(=O)(=O)N2CCC(C(=O)NCc3ccncc3)CC2)cc1Cl	-2.0	2.6	-5.8	-1.1	-5.0	i	2.5	4.0	-4.9	26.8

Copied from the listing for reference:
SMILES	GSK3A inh	Platelet DG rel	HDAC3 inhib	GSK3beta inhib	Dyrk1A ADPGlo	PolyA inh	HSP90 refold inh	HSF1 inh	AI-2 QS modul	HSF1 activator
Cc1ccnc2c1NC(=O)c1cccnc1N2C1CC1	-0.9	3.1	-5.4	1.2	-11.7	i	5.3&-0.9	6.5	6.2	14.9
O=C(Cn1c(-c2ccccc2)c[n+]2ccsc12)c1ccc([N+](=O)[O-])cc1	-0.9	2.2	-2.3	0.5	6.4	i	-2.1	7.6	34.6	-10.3

(cont.)
SMILES	GSK3A inh	Platelet DG rel	HDAC3 inhib	GSK3beta inhib	Dyrk1A ADPGlo	PolyA inh	HSP90 refold inh	HSF1 inh	AI-2 QS modul	HSF1 activator
COc1ccc(C)cc1S(=O)(=O)Nc1cc2c3c(c1)CC(=O)N3CCC2	-0.5	21.9	-3.5	-1.8	-3.3	i	·	8.7	21.0	-2.3
O=C(Nc1ccc(OC(F)F)c(Cl)c1)c1cccc(OC(F)F)c1	-0.2	10.3	1.9	2.4	-2.7	i	3.7	2.6	6.4	9.8
Cc1ccc(NCc2nnc(SCC(=O)N3CCCCC3)n2CC2CCCO2)c(C)c1 (stereo not given)	0.1	-1.3	-0.4	-2.1	4.9	i	-2.2	-17.9	3.1	-33.6
Cc1c(C(=O)N2CCCCC2)c(S(=O)(=O)NCCc2ccc(S(N)(=O)=O)cc2)c(C)n1C	-0.7	5.9	-2.6	1.9	-6.6	i	-1.8	-1.8	27.8	0.5
CN1CCN(CCCNC(=O)c2ccc(Cn3c(=S)[nH]c4ccc(Br)cc4c3=O)cc2)CC1	-4.2	-0.3	8.3	-2.6	0.3	i	-4.5	-0.9	2.6	1.8
COCCCNC(=O)COc1cc2c(c3oc(=O)c(C)c(C)c13)CCC(C)(C)O2	-3.2	-4.8	-26.8	-5.0	-2.4	i	-0.5	-11.3	5.5	0.7
CS(=O)(=O)N1CCN(C(=O)c2cc(-c3ccncc3)nc3ccc(Cl)cc23)CC1	-1.2	2.5	-4.5	2.0	-0.1	i	3.5	-0.3	6.2	-14.0
N#Cc1ccc(-n2nccc2-c2cnc3n(c2=O)CCS3)cc1	2.6	-5.7	-7.8	0.8	-2.4	i	-3.8	-10.4	8.6	-11.3
Cc1ccc(S(=O)(=O)N(CC(=O)Nc2cccc([N+](=O)[O-])c2)Cc2ccc(Cl)cc2)cc1	-1.3	-6.9	11.2	1.0	-56.0	·	0.4	8.0	38.1	20.1
CC(C)CCn1nnnc1C(c1ccccc1)N1CCN(C)CC1 (stereo not given)	-0.9	1.2	-6.9	0.8	-1.3	i	2.9	-6.6	5.0	1.5
COc1ccc(Br)cc1CNC(=O)C1CCN(S(=O)(=O)N2CCC(C)CC2)CC1	-2.9	-21.0	3.3	-4.6	-6.8	i	4.0	6.3	21.2	4.6
CCCC(=O)NC(=S)Nc1cccc(NC(=O)c2ccc(Cl)cc2Cl)c1	-4.0	-7.0	6.1	0.2	4.0	i	3.0	-1.1	6.8	-7.3
O=C(CCC(F)(F)F)N1CCCC(CO)(CCc2ccccc2)C1 (stereo not given)	-1.6	6.6	7.2	5.0	·	i	4.5	11.7	-0.6	4.9
O=C(CC(=O)NN=C1CCCC1)NCCc1ccccc1	0.9	5.6	-0.7	3.1	1.6	i	-2.6	-6.2	17.3	-0.1
O=Nc1ccc(NOC(=O)c2ccccc2Br)cc1	-1.5	15.5	5.8	-1.2	20.4	i	-0.3	14.4	68.0	0.0
O=C(NC1CCCC1)c1ccc2nc(-c3ccco3)c(-c3ccco3)nc2c1	1.9	·	4.9	·	4.4	·	7.6	·	·	·
CCSc1cc(C)nc2c(-c3ccc(Cl)cc3)c(C)nn12	-4.4	1.1	-5.9	1.5	-2.6	i	7.7	-1.1	41.5	-13.0
C=CCn1c(SCC(C)=O)nc2scc(-c3ccco3)c2c1=O	-1.4	-0.5	-3.5	0.3	4.9	i	3.6	2.0	34.4	23.1
COc1ccccc1N(C)S(=O)(=O)c1ccc(C(=O)NCc2ccc3c(c2)OCO3)cc1	3.9	-5.6	-1.6	1.6	-1.3	i	-1.8	-2.1	11.4	5.0
Cn1c(=O)c2cc(S(=O)(=O)Nc3ccc4c(c3)OCO4)ccc2n(C)c1=O	-3.3	-9.4	12.5	-0.1	-3.9	i	-3.8	-2.2	45.4	-15.9
CCCC(c1nnnn1Cc1ccc2c(c1)OCO2)N1CCC(C(N)=O)CC1 (stereo not given)	-1.8	4.9	3.1	4.1	3.0	i	-2.8	-2.4	28.3	-0.6
N#Cc1c(-c2ccc(Cl)cc2)c2c([nH]c1=S)CCCC2	2.5	2.8	2.3	-3.5	-1.4	i	-2.8	-8.5	20.1	-6.1
CCc1nnc(NC(=O)CCN(c2cc(C)cc(C)c2)S(=O)(=O)c2ccc(Cl)cc2)s1	-5.2	-2.3	0.9	-3.1	-1.0	i	1.5	0.8	21.5	2.7
